# Source: PubChem BioAssay (several laboratories)
# HIV RNase H inh: inhibitors of HIV-1 reverse transcriptase RNase H; inhibition, % at 10 µM; P04585; RT-RNase H RNA/DNA duplex cleavage, fluorescence; 65,000 compounds, 1.9% hits; in the data active = inhibition above about 50%
# RmlC RmlD mix: RmlC/RmlD inhibition, mixture screen | inhibition, % at 5.5 µM | RmlC/RmlD coupled enzyme inhibition, 384-well mixture HTS | 110,000 compounds, 0.39% hits | AID 1532; in the data active = inhibition above about 30%, passing the limit was not always enough; also: strong numbers were not always called active
# Active calls of the source: *; i = inactive; nt = not tested or not shown; & = joins results of further samples. Only part of the results is shown (hit frequency here may not be typical).
SMILES,HIV RNase H inh,RmlC RmlD mix
CS(=O)(=O)N(CCc1ccccc1)CC(=O)NCc1cccnc1,-1,-9
O=C1NC(c2cccs2)C(C(=O)c2ccccc2)C(O)(C(F)(F)F)N1 (centres undefined),-6,-14
COCCNC(=O)c1c[nH]c2cc(OC)c(OC)cc2c1=O,-11,-8
CCOc1ccc(NS(=O)(=O)c2ccc(NC(=S)NC(=O)C(C)C)cc2)cc1,nt,-13
CC1CC1C(=O)OCC(=O)NCc1ccc(Cl)cc1 (centres undefined),nt,8
C=CCn1c(O)c(C(CC)=Nc2ccccc2NC(C)=O)c(=O)[nH]c1=O,-5,13
COc1ccc(C(=O)NCC(=O)OCC(=O)Nc2cc(OC)ccc2OC)cc1,nt,-149
O=C(Nc1ccc2c(c1)OCO2)c1cncc(Br)c1,4,-1
COc1ccc(-n2nc(C(=O)NCC(=O)NCc3ccc(F)cc3)c3ccccc3c2=O)c(OC)c1,nt,-12
CCOC(=O)C(C)c1n[nH]c(=O)c2ccccc12 (centres undefined),-35,-13
COc1ncnc2c1NC1=C(S2)C(=NCCC(=O)O)CC(C)(C)C1,nt,9
Cc1ccc(C)c(N2CCN(C(=O)C3CCCN(S(=O)(=O)c4c(C)[nH]c(=O)[nH]c4=O)C3)CC2)c1 (centres undefined),2,-6
N#CC1=C(N)N=C(SCc2ccccc2)C(C(N)=O)C12CCCCC2 (centres undefined),-10,39
CCC(=O)NC(=S)Nc1ccccc1F,nt,6
COc1ccc(C2/C=C\CN(S(=O)(=O)c3ccc(C)cc3)CC(=O)N2Cc2ccc(F)cc2)cc1 (centres undefined),nt,2
CCCn1c(SCC(=O)Nc2nonc2C)nnc1-c1ccoc1C,-13,15
c1ccc(CNc2ccc3c(c2)ncn3C2CCCCC2)nc1,3,-87
COc1ccc(OC)c(C2C(C(=O)c3sc(C)nc3C)=C(O)C(=O)N2CCN2CCOCC2)c1 (centres undefined),-1,6
CCCCOc1ccc(C(=O)NCc2ccco2)cc1,-15,3
O=C(Cc1cccc2ccccc12)N/N=C1\CCCc2ccccc21,nt,11
c1ccc(CSc2nnc(-c3cccs3)n2Cc2ccco2)cc1,-5,-9
CC(C)(C)NC(=O)NC(=O)COC(=O)Cn1c(C(F)(F)F)nc2ccccc21,-6,0
Cc1cc(Br)cc2c1NC(=O)C2(c1c(C)n(C)n(-c2ccccc2)c1=O)c1c(C)n(C)n(-c2ccccc2)c1=O,nt,-2
Cc1ccc(S(=O)(=O)NNC(=O)C(=O)NNc2ccccn2)cc1,nt,3
Cc1cccc(C(=O)NC(=S)Nc2ccc(Cc3ccncc3)cc2)c1,nt,9
O=C1CNC(=O)/C1=C\N1CCN(C(c2ccccc2)c2ccccc2)CC1,-9,-8
C#CCNc1cc(C)nc2ncnn12,-8,nt
CC1(C)C(c2ccccc2)=[N+]([O-])CN1O,-3,-13
CC(=O)COc1ccc2c(C)c(C)c(=O)oc2c1,nt,24
CCOC(=O)CCc1n[nH]c(=O)[nH]c1=O,2,-20
O=C(Cn1cc2c(n1)CCCC2)NCCCN1CCN(Cc2ccccc2)CC1,-1,-10
COc1ccc(CCNC(=O)c2c(C)cc(=O)oc2C)cc1OC,nt,-15
O=C(O)Cn1cc(C(=S)N2CCOCC2)c2ccccc21,nt,17
COc1ccc(-c2csc3nc(-c4ccccc4F)oc(=O)c23)cc1OC,nt,-2
CCOC(=O)CSCC(=O)Nc1c(C(=O)C2CC2)oc2ccccc12,nt,-18
Cc1nc(NCc2ccco2)[nH]c(=O)c1CCC(C)C,-43,-13
CCOC(=O)c1c(C)[nH]c(C(=O)OCC(=O)Nc2cc(C)ccc2OC)c1C,26,nt
Cc1ccc(OCCN2CCN(c3ncnc4sc(C)c(C)c34)CC2)cc1,nt,10
C=CCNC(=O)C1CC2Cn3c(nc4cc5ccccc5cc43)C2N1C (centres undefined),nt,-7
CCCCCC(=O)Nc1cccc(C2=NOC3(C2)C[C@H](C(N)=O)N(C(=O)COc2ccc(Cl)cc2)C3)c1 (some centres undefined),nt,8

# Structural class, those above containing a Cl atom
SMILES,HIV RNase H inh,RmlC RmlD mix
CC1CC1C(=O)OCC(=O)NCc1ccc(Cl)cc1 (centres undefined),nt,8
CCCCCC(=O)Nc1cccc(C2=NOC3(C2)C[C@H](C(N)=O)N(C(=O)COc2ccc(Cl)cc2)C3)c1 (some centres undefined),nt,8

# Going on with the list.
SMILES,HIV RNase H inh,RmlC RmlD mix
O=C(NCCCn1ccnc1)c1ccccc1NS(=O)(=O)c1ccc(F)c(F)c1,nt,-14
CCOc1ccccc1NS(=O)(=O)c1ccc(Br)s1,-64,-35
Cc1ccc(-c2ccnc3nc(Sc4ncc(C(F)(F)F)cc4Cl)nn23)cc1,nt,4
O=C(CN1CCOCC1)Nc1scc(-c2ccccc2)c1C(=O)N1CCOCC1,-11,32
COc1ccc(-c2cn3c(C)c(C(=O)N4CCN(c5ccc(F)cc5)CC4)sc3n2)cc1,-4,nt
CC(=O)N(Cc1ccc(F)cc1)C1=C(NCCc2ccccc2)C(=O)c2ccccc2C1=O,nt,11
CC1(C)OC(=O)C(=CNc2ccccc2F)C(=O)O1,-11,i
Cc1c(C(=O)OC2CCC(C)CC2)[nH]c2c1C(=O)CCC2 (centres undefined),-7,-12
CC(=O)Nc1c(C(=O)NCc2ccccc2)nnn1Cc1ccccc1,4,-17
Cc1cc(=O)oc2cc(OCC(=O)NCc3ccccn3)ccc12,nt,-2
Cc1ccc2nsnc2c1-n1c(C)nc2ccccc2c1=O,-4,4
COc1ccc(S(=O)(=O)Cc2ccc(C(=O)N3CCN(Cc4ccccc4)CC3)o2)cc1,-11,-17
Cc1c2cn[nH]c(=O)c2c(C)n1Cc1ccc(F)cc1,-8,-6
O=C(NCc1nnc2n1CCCCC2)c1ccc(Cl)cc1Cl,1,7
O=C(CCC(=O)N1CCN(S(=O)(=O)c2ccccc2)CC1)NC1CCCc2ccccc21 (centres undefined),1,11
O=C(CCn1c(SCC(=O)NCc2ccco2)nc2ccccc2c1=O)NCCc1ccccc1,0,-14
Cn1c(=O)n(C)c2cc(S(=O)(=O)NCCOCCO)ccc21,nt,6
Cc1oc2nc(SCC(=O)NCc3cccnc3)nc(N)c2c1C,3,-8
CC(=O)NC(=O)NC(C)Cc1ccccc1 (centres undefined),nt,-16
COC(=O)/C=C(\C)NC(=O)c1cccs1,-18,-12
S=C(Nc1ccccc1)Nc1ccc(Cl)cc1Cl,nt,-3
O=C(O)CCSc1nnc(-c2ccccc2)n1-c1ccccc1,5,-13
CCCNC(=O)CN(c1ccc(F)c(Cl)c1)S(C)(=O)=O,-3,13
Cc1nn(-c2ccccc2)c2c1C(c1ccc3c(c1)OCO3)SCC(=O)N2 (centres undefined),-12,-18
N=c1sccn1CC(=O)Nc1ccc(S(=O)(=O)N2CCOCC2)cc1,0,-9
CCCCCCOC(=O)Sc1nc2ccccc2o1,-47,-15
O=C(C1=C(O)C(=O)N(c2ncccn2)C1c1cccc(Cl)c1)c1ccco1 (centres undefined),9,-1
CCOC(=O)CC1C(=O)NCCN1C(=O)c1cc2c(=O)n3ccccc3nc2s1 (centres undefined),-9,nt
CCCC[C@@H]1CNC(=S)N1CCCc1cc(OC)c(OC)c(OC)c1,nt,-165
CCN(CC)c1ccc(-n2c(C)c(C(C)=O)c(C(C)=O)c2C)cc1,-3,-5
CCOC(=O)C1=C(Cn2cnc3ccccc32)NC(=O)NC1c1ccc(OC)cc1 (centres undefined),nt,7
O=C(Oc1ccc(N(Cc2cccs2)C2=NS(=O)(=O)c3ccccc32)cc1)c1ccccc1,nt,7
O=C(NCC1(c2ccccc2)CCCC1)C(=O)N1CCOCC1,nt,20
CCOc1ccc(Cl)cc1CSc1n[nH]c(CC)n1,-48,6
C=CCOc1c(Br)cc(CNc2ccc(NC(=O)C(C)C)c(OC)c2)cc1OC,nt,-7
COc1ccccc1NC(=O)CSc1nc(O)cc(=O)n1-c1ccccc1OC,-12,-8
CCC(=O)c1ccccc1OCCCn1cncn1,-10,4
CCOc1c(C)cc(-c2ncccc2O)cc1C,-4,10&10
CN(C)C(=O)NC1CCCCCCCCCCC1,-15,-70
COCCCn1c(SCC(=O)N2CCc3ccccc32)nnc1-c1ccco1,nt,-11

# 5 compounds already listed, arranged by molar mass, descending:
SMILES,HIV RNase H inh,RmlC RmlD mix
O=C(Oc1ccc(N(Cc2cccs2)C2=NS(=O)(=O)c3ccccc32)cc1)c1ccccc1,nt,7
CCOC(=O)c1c(C)[nH]c(C(=O)OCC(=O)Nc2cc(C)ccc2OC)c1C,26,nt
Cc1ccc(OCCN2CCN(c3ncnc4sc(C)c(C)c34)CC2)cc1,nt,10
CCCNC(=O)CN(c1ccc(F)c(Cl)c1)S(C)(=O)=O,-3,13
CC(=O)NC(=O)NC(C)Cc1ccccc1 (centres undefined),nt,-16

# (continued)
SMILES,HIV RNase H inh,RmlC RmlD mix
COc1ccc2ccccc2c1/C=N/O,-36,8
CSc1nc(NC(C)(C)C)nc(Oc2ccc(=O)[nH]n2)n1,-14,3
CN1CCN(C(=O)C2=C[C@H](c3ccccc3)C[C@H](OCc3ccc(CO)cc3)O2)CC1,nt,-3
O=P1(Nc2ccc(F)cc2)COc2ccccc2OC1,-2,0
Cc1cccc(NC(=O)c2cnc3sccn3c2=O)c1C,-6,-11
Cc1nc2c(o1)CCc1ccccc1C2O (centres undefined),-10,-5
NC(=O)[C@H]1CC2(CC(c3cccc(NC(=O)CC(c4ccccc4)c4ccccc4)c3)=NO2)CN1C(=O)c1ccccc1C(=O)c1ccccc1 (some centres undefined),nt,12
Cc1ccc(NC2(C#N)C(=O)Nc3ccccc32)cc1 (centres undefined),nt,-1
CC(=O)Nc1cccc(OCC(=O)NS(=O)(=O)c2ccc(Cl)cc2)c1,5,21
CCc1cccc(OCCCCNCCO)c1,nt,-16

# In the list so far, these contain a cyano group.
SMILES,HIV RNase H inh,RmlC RmlD mix
N#CC1=C(N)N=C(SCc2ccccc2)C(C(N)=O)C12CCCCC2 (centres undefined),-10,39
Cc1ccc(NC2(C#N)C(=O)Nc3ccccc32)cc1 (centres undefined),nt,-1

# For reference, 7 of the compounds above.
SMILES,HIV RNase H inh,RmlC RmlD mix
O=P1(Nc2ccc(F)cc2)COc2ccccc2OC1,-2,0
Cc1cccc(NC(=O)c2cnc3sccn3c2=O)c1C,-6,-11
Cc1nc2c(o1)CCc1ccccc1C2O (centres undefined),-10,-5
NC(=O)[C@H]1CC2(CC(c3cccc(NC(=O)CC(c4ccccc4)c4ccccc4)c3)=NO2)CN1C(=O)c1ccccc1C(=O)c1ccccc1 (some centres undefined),nt,12
Cc1ccc(NC2(C#N)C(=O)Nc3ccccc32)cc1 (centres undefined),nt,-1
CC(=O)Nc1cccc(OCC(=O)NS(=O)(=O)c2ccc(Cl)cc2)c1,5,21
CCc1cccc(OCCCCNCCO)c1,nt,-16

# More results follow.
SMILES,HIV RNase H inh,RmlC RmlD mix
CCc1ccc(-n2c(SCc3c(C)noc3C)nnc2-c2ccncc2)cc1,nt,1
CNC(=O)CN1C(=O)CSc2nc(C)cc(C)c21,-19,1
C/C(=N\S(=O)(=O)c1ccc(C)cc1)N1CCN(S(=O)(=O)c2ccccc2)C1,-12,nt
N#CCSc1nnc(COc2ccc3ccccc3c2)o1,-3,-13
COC(=O)c1ccc(Oc2nc(NC(C)C)nc(SC)n2)cc1,-6,-11
CCNc1nc(NC(C)(C)C)nc(SC)n1,nt,4
O=C(CSc1nnc2scc(-c3ccc(Cl)cc3)n12)NCc1ccc2c(c1)OCO2,-64,14
Cc1cc(C)c2[nH]c(=O)c(C(c3nnnn3C(C)(C)C)N(Cc3ccco3)CC3CCCO3)cc2c1 (centres undefined),nt,4
CC(NC(=O)c1cccnc1)C(c1cccs1)N1CCOCC1 (centres undefined),1,-5
Cc1cc(=O)n2[nH]c(-c3ccc(Cl)cc3)cc2n1,-16,-11
CCOC(=O)Nc1nc2ccccc2s1,nt,-6
O=C1CC(c2ccccc2)c2c(O)cc(O)cc2O1 (centres undefined),nt,2
Cc1c(NC(=O)CSc2nnc(-c3cccc(Cl)c3)o2)c(=O)n(-c2ccccc2)n1C,-9,-7
Cc1cc(C2(c3ccc(O)c(C)c3)C(=O)Nc3ccccc32)ccc1O,nt,2
CCOC(=O)Cc1c(C)c2ccc(N(CC)CC)cc2oc1=O,-16,nt
Cc1ccccc1NC(=O)/C(=C\c1cccs1)NC(=O)c1ccccc1,nt,16
O=C(c1c(F)cccc1F)N1CCN(c2cccc(C(F)(F)F)c2)CC1,-7,1
COc1ccc(-c2nnc3ccc(SCC(=O)NCc4ccco4)nn23)cc1,-6,11
COc1ccc(CC(=O)Nc2c3c(nn2-c2cccc(C)c2C)CS(=O)C3)cc1OC (centres undefined),0,-7
Cn1c(=O)c2c(nc(SCCN3CCOCC3)n2Cc2ccccc2Cl)n(C)c1=O,-6,3
O=C(Nc1ccccn1)c1ccc(=O)[nH]n1,-1,7
COc1ccc(-c2nnc(CSc3nc4ccccc4c(=O)n3CC3CCCO3)o2)cc1OC (centres undefined),-18,nt
O=C1NCC2=C1C(c1ccc(Br)cc1)Nc1ccccc1N2 (centres undefined),8,8
Cn1c(CS(=O)Cc2c(Cl)cccc2Cl)nnc1SCc1ccc(Cl)cc1 (centres undefined),nt,14
COCC(C)OC(=O)C(C#N)c1nc2ccccc2nc1N1CCN(Cc2ccccc2)CC1 (centres undefined),-4,11
COC(=O)c1ccccc1NC(=O)Cn1cnc2c(cnn2-c2ccc(C)c(C)c2)c1=O,nt,-9
CCCn1c(SCC(=O)N2CCc3ccccc32)nnc1-c1ccncc1,-2,2
C#CCOCCOCCOCCNc1nc(N2CCN(C(=O)[C@H](CCC(=O)O)n3cc(C(N)CO)nn3)CC2)nc(N2CCN(C(=O)[C@H](CCCCN)n3cc(C(N)CC(C)C)nn3)CC2)n1 (some centres undefined),nt,13
Cc1ccc(CNC(=O)CSc2nc3n[nH]c(C)c3c(=N)n2-c2cccc(C)c2)cc1,nt,-2
COC(=O)C1=C(C(=O)OC)[C@@H]2N(Cc3ccccc3)c3ccccc3[C@@]23C[C@@H](C(=O)OC)N(C(=O)c2cccs2)C3=N1,nt,-1
COc1cc(/C=N/O)cc(Br)c1OS(=O)(=O)c1ccc(C)cc1,nt,5
CC(=O)Nc1ccc(Oc2ccc(-c3noc(C)n3)cc2)cc1,nt,-12
